M17LAP inhibition: P. falciparum M17LAP inhibitors, primary screen, biochemical, fluorogenic H-Leu-NHMec substrate, 1536-well (AID 1619) | recombinant M17LAP, H-Leu-NHMec fluorogenic kinetic assay; higher % means a stronger effect | one-dose inhibition, % at 30 µM; IC50 in µM for titrated hits | 0.38% of 220,000 active;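 active = compound inhibiting the enzyme by more than half at any dose during confirmatory dose-response retesting; inconclusive = strong single-dose inhibitors picked by rank but not retested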;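 also: plate controls were full reaction with DMSO carrier for no effect and no enzyme background for full effect; strong numbers were not always called active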
AID2073: inhibitors of Mint1-CaV2.2 protein interaction, biochemical, HTRF (AID 2073); HTRF protein-protein interaction, Mint1-CaV2.2; higher % means a stronger effect; inhibition, % at 20 µM, or IC50 in µM where a hit was titrated; 0.19% of 290,000 active; in the data active = inhibition mostly above about 51%, no sharp cut-off; inconclusive = no clear call, values can overlap the other calls; inactive = mostly below about 53%; also: some results filed as inactive read as strong as hits
KOR beta-arrestin-1: kappa opioid receptor activators – cell-based, luminescence, uHTS, primary screen (AID 1777) | KOR beta-arrestin recruitment, luminescence; higher % means a stronger effect | 0.02% of 280,000 active | one-dose activation, % at 10 µM; EC50 in µM for titrated hits; in the data active = activation above about 50%, passing the limit was not always enough; also: a part of the inactive calls stands beside numbers as strong as those of hits
NOD2 inhibition: NOD2 signaling inhibitors, cell-based, luminescence, uHTS, HEK293 (AID 1566) | 0.63% of 290,000 active | HEK293 NOD2/NF-kB luciferase reporter, luminescence; higher % means a stronger effect | inhibition, % at 4 µM, or EC50 in µM where a hit was titrated; also: many of its hits are not listed in these tables
Dynein cargo inh: dynein cargo transport inhibition; 3617.4 mouse cells, GR-EGFP nuclear translocation imaging; test concentration mostly 20 µM; stimulated with dexamethasone, 1 µM; hits give low values; z-score, hits read low; 0.47% of 220,000 active;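 active = plate z-score of nuclear minus cytoplasmic receptor signal below a set negative limit, without overly bright fluorescence or cell loss, cut at about -3.5 in these data, passing the limit was not always enough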;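 also: z-score of nuclear minus cytoplasmic ring GR-EGFP intensity difference per well; some compounds called inactive have numbers as strong as hits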
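Also added – dexamethasone, 1.0 µM final · Buffer or medium – tet-free, stripped-serum medium · Schedule – induction 48 h, compound 1 h, agonist 30 min · Detection – formaldehyde fixation, Hoechst nuclear stain, 10x automated fluorescence imaging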
GPR55 activation: selective activators of receptor GPR55 – imaging, U2OS cells, beta-arrestin-GFP redistribution, primary screen (AID 1961). U2OS GPR55 beta-arrestin-GFP redistribution imaging; higher % means a stronger effect. activation, % at 10 µM, or EC50 in µM where a hit was titrated. 0.048% of 290,000 active;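 active = activation above 40% with more than 50 cells counted in the well; inconclusive = wells holding fewer than 50 cells, flagged as toxic or sparse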;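 also: U2OS osteosarcoma cells stably expressing GPR55 and beta-arrestin-GFP; plate controls were DMSO negative control for no effect and LPI positive control for full effect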
KOR beta-arrestin-2: kappa opioid receptor blockers – cell-based, luminescence, uHTS (AID 1778); KOR beta-arrestin recruitment, luminescence, antagonist mode; higher % means a stronger effect; inhibition, % at 10 µM; hits with a dose series show IC50 in µM; 0.091% of 290,000 active; also: strong numbers were not always called active
P. falciparum M1AAP: P. falciparum M1AAP inhibitors, biochemical, fluorogenic H-Leu-NHMec substrate, 1536-well (AID 1445); 0.42% of 220,000 active; inhibition, % at 30 µM; hits with a dose series show IC50 in µM; recombinant M1AAP, H-Leu-NHMec fluorogenic kinetic assay; higher % means a stronger effect;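 active = primary inhibition above the hit cutoff, then over 50% inhibition at one or more dose response concentrations, cut at about 23% in these data, passing the limit was not always enough; inconclusive = conflicting primary data, or primary hits not chosen for dose response; inactive = low primary inhibition, or under 50% at every dose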;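 also: plate controls were DMSO full reaction for no effect and no enzyme background for full effect; strong numbers were not always called active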
NOD1 NF-kB reporter: inhibition of NOD1-driven NF-kB reporter – cell-based, luminescence, uHTS, primary screen (AID 1578); NOD1-driven NF-kB luciferase reporter cells, luminescence; higher % means a stronger effect; inhibition, % at 4 µM; hits with a dose series show EC50 in µM; 1% of 290,000 active; in the data active = inhibition mostly above about 36%, no sharp cut-off; inactive = mostly below about 34%;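 also: HEK-293T reporter cells stimulated with the NOD1 agonist gamma-tri-DAP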
Dynein cargo inh cytoplasmic EGFP: further read-out of Dynein cargo inh, marked with its call; z-score; measured here: cytoplasmic GR-EGFP intensity; hits give high values
Dynein cargo inh nuclear GR-EGFP: second read-out of Dynein cargo inh, no call of its own (marks repeat the call); z-score; measured here: nuclear GR-EGFP intensity;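 lower value marks the stronger effect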
Dynein cargo inh cell count: second read-out of Dynein cargo inh, no call of its own (marks repeat the call); z-score; measured here: cell count per field
* hit, by the source's call; ? = inconclusive; · = no result given; [ ] = another dose, or the depositor's remark. Rule as the data show it, unless noted: active = inhibition above about 50%; inactive = the rest.

1	CCOC(=O)c1ccc(NC2c3ccccc3C(=O)N2c2ccccn2)cc1 (centres undefined)
2	CC(C)c1nnc(NC(=O)COC(=O)/C=C/c2ccc([N+](=O)[O-])cc2)s1
3	S=C(NC1CCCC1)NC1CCCC1
4	Cc1ccccc1NC(=O)Cn1cnc2c(oc3nc4c(cc32)COC(C)(C)C4)c1=O
5	CC(=O)N1CCc2c(sc(NC(=O)Cc3ccc(C)cc3C)c2C#N)C1
6	CN(C)CC1CCCCC1OC(=O)c1ccc(Br)cc1 (centres undefined)
7	COc1ccc(/C=N/NC(=O)c2ccc(CN3c4cccc5cccc(c45)S3(=O)=O)cc2)cc1
8	Cc1ccc(CNC(=O)C(=O)NCC(c2ccco2)N2CCOCC2)cc1 (centres undefined)
entry no.,1,2,3,4,5,6,7,8
M17LAP inhibition,-5%,·,1%,-4%,·,-5%,-16%,11%
AID2073,20%,0%,-8%,-9%,6%,5%,18%,21%
KOR beta-arrestin-1,-5.2%,-0.2%,-2.0%,2.1%,-8.8%,0.9%,-1.8%,-1.4%
NOD2 inhibition,-25%,6%,20%,3%,4%,-5%,-4%,17%
Dynein cargo inh,1.5,·,-0.28,-0.9,·,-1,0.71,0.15
Dynein cargo inh cytoplasmic EGFP,0.39,·,-0.32,-0.3,·,-0.26,-0.3,-0.28
Dynein cargo inh nuclear GR-EGFP,1.1,·,0.42,-0.62,·,-0.46,-0.11,0.16
Dynein cargo inh cell count,-0.68,·,-0.16,0.48,·,0.81,-0.12,0.43
GPR55 activation,-0.1%,-0.1%,-0.1%,-0.8%,0.9%,1.0%,-0.4%,-0.6%
KOR beta-arrestin-2,4%,-9%,12%[20 µM],-15%,-4%,-23%,10%,32%
P. falciparum M1AAP,0%,·,6%,9%,·,8%,13%,-3%
NOD1 NF-kB reporter,-85%,-26%,3%,-15%,23%,-50%,6%,-32%

9	CC(C)C(=O)Nc1ccc([N+](=O)[O-])cc1Br
10	O=C(c1cccs1)c1ccc(-c2cccs2)s1
11	COc1ccccc1Cn1c(=S)[nH]c2ccccc2c1=O
12	CCOC(=O)c1cc(NCc2cccs2)ccc1N1CCOCC1
13	CCOC(=O)c1oc2cc(O)ccc2c(=O)c1-c1csc(C)n1
14	N#Cc1cccc(NC(=O)CCn2ccnc2)c1
15	CCOC(=O)CCc1c(C)c2ccc(OCc3cc([N+](=O)[O-])ccc3OC)c(C)c2oc1=O
16	Cc1cccc(NS(=O)(=O)c2ccc(C3CCCCC3)cc2)c1
entry no.,9,10,11,12,13,14,15,16
M17LAP inhibition,5%,-3%,·,-9%,-1%,5%,3%,8%
AID2073,4%,2%,30%,38%,0%,-5%,6%,-6%
KOR beta-arrestin-1,2.4%,8.4%,-4.8%,-2.1%,2.6%,-5.6%,-5.2%,-0.3%
NOD2 inhibition,15%,-242%,26%,26%,-2%,7%,16%,30%
Dynein cargo inh,0.65,-0.93,·,-0.46,-0.4,-0.47,0.1,-0.42
Dynein cargo inh cytoplasmic EGFP,-0.19,-0.13,·,-0.36,-0.22,-0.081,-0.2,-0.082
Dynein cargo inh nuclear GR-EGFP,0.37,-0.39,·,-0.17,-0.087,-0.0065,0.29,0.5
Dynein cargo inh cell count,-0.33,0.55,·,1.3,0.86,0.5,-0.21,0.21
GPR55 activation,0.2%,1.0%,-0.1%,-0.2%,-0.1%,-0.1%,-0.1%,0.4%
KOR beta-arrestin-2,20%,38%,10%,-4%,-3%,-5%,3%,9%
P. falciparum M1AAP,7%,15%,·,4%,2%,-1%,1%,-2%
NOD1 NF-kB reporter,-20%,38%,3%,-12%,-4%,15%,5%,39%

17	CC(CCn1cccn1)NC(=O)CCc1nnc(CCc2ccccc2)o1 (centres undefined)
18	O=C(Cc1ccccc1)NCC(=O)OCc1ccccc1F
19	CCOC(=O)c1ccc2ncc(C(=O)OCC)c(NCCN3CCOCC3)c2c1
20	CC(NC(=O)C12CC3CC(CC(O)(C3)C1)C2)c1ccccc1 (centres undefined)
21	COCC(=O)OCC(=O)c1cc(C)n(-c2ccc(Br)cc2)c1C
22	O=C(NCc1nc2ccccc2[nH]1)C1=C[C@@H](c2csc3ccccc23)C[C@@H](OCCCCO)O1
23	CC1=C(C(=O)NCc2ccccc2)C(c2ccccc2OCC(N)=O)NC(=O)N1 (centres undefined)
24	CCOc1ccc(CCNC(=O)CSc2cc(=O)n(CC)c3ccccc23)cc1OCC
entry no.,17,18,19,20,21,22,23,24
M17LAP inhibition,-4%,·,·,·,2%,-1%,15%,-4%
AID2073,-2%,12%,-6%,-9%,-9%,-3%,-1%,12%
KOR beta-arrestin-1,·,7.6%,1.0%,1.7%,-6.4%,-1.2%,-2.8%,2.0%
NOD2 inhibition,-22%,-14%,-22%,6%,-6%,1%,9%,8%
Dynein cargo inh,0.94,·,·,·,1,-0.21,-0.15,0.37
Dynein cargo inh cytoplasmic EGFP,-0.21,·,·,·,-0.31,-0.79,-0.21,-0.31
Dynein cargo inh nuclear GR-EGFP,0.86,·,·,·,0.083,-0.062,-0.04,-0.0036
Dynein cargo inh cell count,-0.31,·,·,·,-0.098,-0.22,-0.51,-0.062
GPR55 activation,-0.2%,0.1%,1.2%,-0.1%,0.1%,0.0%,-0.1%,0.4%
KOR beta-arrestin-2,-2%[20 µM],12%,-1%,15%,-6%,-48%,36%,-32%
P. falciparum M1AAP,5%,·,·,·,-2%,2%,7%,3%
NOD1 NF-kB reporter,-29%,-22%,-6%,-28%,-24%,-5%,·,-24%

25	CCOc1cc(/C=N/NC(=O)C(=O)NCc2cccnc2)ccc1O
26	O=C(NCCn1ccc2ccccc21)C1CCCCC1
27	O=C(Nc1cccc(S(=O)(=O)NCc2ccco2)c1)c1cc(-c2ccc(F)cc2)nc2ccccc12
28	CCOC(=O)c1c(NC(=O)C2c3ccccc3Oc3ccccc32)sc(C(=O)N(CC)CC)c1C
29	COc1ccc(NC(=S)N(Cc2cccnc2)Cc2cc3cc(OC)c(OC)cc3[nH]c2=O)cc1
30	CC(=O)c1sc(NC(=O)c2cc3c(C)nn(-c4ccccc4)c3s2)nc1C
31	COc1cc(Cn2cnnn2)ccc1O
32	COc1ccc(N2CCN(C(=O)CCN3C(=O)C4C5C=CC(C5)C4C3=O)CC2)cc1 (centres undefined)
entry no.,25,26,27,28,29,30,31,32
M17LAP inhibition,5%,-6%,5%,2%,8%,12%,9%,0%
AID2073,1%,12%,19%,-26%,-16%,1%,-1%,-1%
KOR beta-arrestin-1,1.3%,-1.4%,-0.4%,-1.9%,-4.7%,-0.4%,1.9%,3.7%
NOD2 inhibition,10%,24%,-10%,10%,21%,-2%,16%,5%
Dynein cargo inh,2.4,-0.55,0.77,0.34,-0.43,-0.51,-0.51,0.23
Dynein cargo inh cytoplasmic EGFP,-0.23,-0.25,-0.24,-0.16,-0.056,-0.21,-0.35,-0.16
Dynein cargo inh nuclear GR-EGFP,0.25,0.017,0.47,0.51,-0.039,-0.054,-0.075,0.21
Dynein cargo inh cell count,-0.66,1.1,0.51,0.6,0.33,-0.51,0.2,-0.26
GPR55 activation,-0.2%,-0.5%,0.1%,-0.2%,-0.1%,-0.1%,-0.1%,-0.4%
KOR beta-arrestin-2,26%,23%,·,-14%,-11%,-13%,-19%,-12%
P. falciparum M1AAP,7%,7%,1%,-2%,4%,10%,7%,3%
NOD1 NF-kB reporter,-23%,-36%,45%,17%,-21%,-25%,7%,-9%

33	FC(F)(F)c1nc2ncc(Cl)cc2[nH]1
34	Brc1ccccc1C1=Nn2c(nnc2-c2ccco2)SC1
35	CCc1ccc(C(=O)COC(=O)CNC(=O)c2cccs2)cc1
36	CCCn1c(SCC#N)nc2c(c1=O)C1(CCCC1)Cc1ccccc1-2
37	Cc1cccc(OCC(=O)N/N=C2/SCC(=O)N2Cc2ccco2)c1
38	CCCCCOC(=O)NCC(O)c1ccccc1 (centres undefined)
39	O=C(Cc1ccc(Cl)cc1Cl)NC1CCCCCC1
40	COc1cccc2cc(C(C)N(CCCN3CCOCC3)C(=S)Nc3cc(C)ccc3C)oc12 (centres undefined)
41	Cc1nc(NC(=O)C2CCCCC2)sc1C
entry no.,33,34,35,36,37,38,39,40,41
M17LAP inhibition,1%,0%,12%,-3%,16%,-2%,·,-4%,-6%
AID2073,-2%,?,7%,9%,0%,3%,10%,-5%,8%
KOR beta-arrestin-1,-0.3%,-0.1%,-2.5%,-3.1%,·,-3.2%,-2.9%,-6.0%,7.5%
NOD2 inhibition,0%,-8%,-13%,24%,14%,-58%,16%,3%,-20%
Dynein cargo inh,0.2,-0.086,3.1,-0.83,0.11,-0.56,·,-0.52,-0.23
Dynein cargo inh cytoplasmic EGFP,-0.089,-0.22,-0.0089,0.025,-0.24,-0.32,·,-0.32,-0.28
Dynein cargo inh nuclear GR-EGFP,0.4,-0.084,1.9,-0.97,-0.04,-0.15,·,-0.5,0.16
Dynein cargo inh cell count,-0.47,-0.06,-1.2,0.21,0.3,0.56,·,1.2,-0.0025
GPR55 activation,-0.1%,0.3%,0.2%,0.0%,0.2%,-0.1%,0.4%,0.2%,-0.4%
KOR beta-arrestin-2,28%,4%,3%,5%,-12%[20 µM],8%,28%,6%,1%
P. falciparum M1AAP,10%,9%,2%,4%,5%,3%,·,1%,-1%
NOD1 NF-kB reporter,-35%,-4%,-29%,10%,-19%,-48%,-4%,-20%,-35%

Not all compounds are listed (hit frequency here may not be typical).
